# SENP8 block-1: SENP8 protease inhibition. 1.2% of 330,000 active. AID 2540. purified SENP8, Z-RLRGG-aminoluciferin cleavage, luminescence. inhibition, % at 10 µM; in the data active = inhibition above about 50%
# UBC13 polyUb: blocks human UBC13 polyubiquitin chain formation | P61088 | TR-FRET | inhibition, % at 20 µM | 0.47% of 330,000 active | AID 485273; in the data active = inhibition above about 45%, passing the limit was not always enough
# Target sequence (P61088 whole entry, looked up): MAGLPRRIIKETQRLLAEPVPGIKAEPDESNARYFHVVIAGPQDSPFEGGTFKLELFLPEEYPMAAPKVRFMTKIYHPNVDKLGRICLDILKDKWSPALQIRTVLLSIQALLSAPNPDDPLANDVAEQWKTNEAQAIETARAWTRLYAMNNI
# SENP8 block-2: blocks human SENP8 cleavage of Nedd8 substrate | 0.64% of 360,000 active | inhibition, % at 20 µM | AID 602440 | Q96LD8 | recombinant SENP8, Nedd8 substrate fluorescence; in the data active = inhibition mostly above about 40%, no sharp cut-off; inactive = mostly below about 27%
# Apaf-1 inh: human Apaf-1 inhibition; reconstituted apoptosome caspase-3 activity, DEVD-Rh110 fluorescence; inhibition, % at 20 µM; 0.71% of 330,000 active; AID 489030; active = inhibition of at least 40% at 20 µM;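 also: plate controls were DMSO wells for no effect and DEVD-CHO caspase inhibitor wells for full effect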
#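 System: reconstituted apoptosome with Apaf-1, cytochrome c, caspase-9, procaspase-3, dATP; Signal: Rh110 fluorescence intensity; Schedule: 30 min compound preincubation, 50 min activation, room temperature; Reagent: cytochrome c trigger plus (Z-DEVD)2-Rh110 caspase-3 substrate.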
# A3G deaminase: APOBEC3G (human) deaminase inhibition; Q9HC16; recombinant A3G, ssDNA deamination FAM/TAMRA fluorescence; inhibition, % at 20 µM; 0.28% of 330,000 active; AID 493012;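 active = inhibition of at least 40% at 20 µM, with no more than 30% in the related APOBEC3A deaminase screen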;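 also: plate controls were DMSO wells with A3G for no effect and wells lacking A3G enzyme for full effect; some compounds called inactive have numbers as strong as hits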
# Target sequence (Q9HC16 whole entry, looked up): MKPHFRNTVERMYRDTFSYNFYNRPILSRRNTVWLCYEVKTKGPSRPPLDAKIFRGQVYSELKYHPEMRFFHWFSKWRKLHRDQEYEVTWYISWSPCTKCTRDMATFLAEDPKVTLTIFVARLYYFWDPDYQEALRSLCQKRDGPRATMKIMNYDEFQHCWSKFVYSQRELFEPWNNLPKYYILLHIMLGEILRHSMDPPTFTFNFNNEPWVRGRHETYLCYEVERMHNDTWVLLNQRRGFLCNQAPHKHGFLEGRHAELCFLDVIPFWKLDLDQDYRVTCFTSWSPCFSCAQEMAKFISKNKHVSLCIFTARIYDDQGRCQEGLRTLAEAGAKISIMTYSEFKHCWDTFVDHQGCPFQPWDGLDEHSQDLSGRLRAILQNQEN
# SENP1 FRET inh: inhibitors of human SENP1 SUMO protease catalytic domain; AID 624204; inhibition, % at 10 µM; 0.21% of 360,000 active; recombinant SENP1 catalytic domain, CyPet-SUMO1-YPet FRET cleavage;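 active = inhibition at least 30% at 10 µM, raw YFP signal under a set limit, fluorescence ratio 0.5 to 1.5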;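 also: 0% = enzyme with DMSO and 100% = no enzyme wells; some results filed as inactive read as strong as hits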
#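 Test system: recombinant human SENP1 catalytic domain, His6-tagged / Medium: pH 8 Tris buffer with EDTA, NaCl, BME, BSA, NP40, catalase / Also added: SUMO1 FRET substrate flanked by Cypet and Ypet, 25 nM / Times: 50 min reaction at room temperature / Signal: FRET, CFP and YFP emission / Control set: no-enzyme low control and enzyme-plus-DMSO high control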
# SENP6 block: blocks the human protease SENP6; inhibition, % at 10 µM; Q9GZR1; Recombinant SENP6 catalytic domain, aminoluciferin luminescence; 1.8% of 330,000 active;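 active = inhibition above about 50% at the single tested dose, limit read from the data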;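 also: plate controls were DMSO wells with enzyme for no effect and DMSO wells lacking enzyme for full effect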
# Target sequence (Q9GZR1 628-1112 limits assumed): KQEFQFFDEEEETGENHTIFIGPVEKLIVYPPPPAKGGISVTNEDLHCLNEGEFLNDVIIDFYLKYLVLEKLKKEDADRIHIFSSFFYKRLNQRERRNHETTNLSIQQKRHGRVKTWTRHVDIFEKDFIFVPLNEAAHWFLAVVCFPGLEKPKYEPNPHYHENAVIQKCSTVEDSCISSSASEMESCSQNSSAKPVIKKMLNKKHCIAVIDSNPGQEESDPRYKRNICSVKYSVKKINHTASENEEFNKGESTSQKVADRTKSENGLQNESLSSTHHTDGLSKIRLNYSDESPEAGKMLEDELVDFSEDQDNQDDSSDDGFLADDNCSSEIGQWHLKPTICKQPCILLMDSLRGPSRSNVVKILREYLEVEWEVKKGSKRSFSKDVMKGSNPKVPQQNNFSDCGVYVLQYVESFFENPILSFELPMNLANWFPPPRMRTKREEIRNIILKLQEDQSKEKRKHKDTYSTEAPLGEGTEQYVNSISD
# SENP7 inh: inhibitors of human SENP7 protease; Q9BQF6; recombinant SENP7, Z-RLRGG-aminoluciferin luminescence, 40 min; inhibition, % at 5 µM; 1.5% of 330,000 active;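 active = inhibition above about 50% at the single test dose, limit read from the data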;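 also: plate controls were DMSO with enzyme for no effect and no enzyme buffer wells for full effect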
# Starred values were filed as active, the others as inactive; i = inactive; . = not tested or not shown.
SMILES,SENP8 block-1,UBC13 polyUb,SENP8 block-2,Apaf-1 inh,A3G deaminase,SENP1 FRET inh,SENP6 block,SENP7 inh
COCCOC(=O)c1c(NC(=O)CN2CCCc3ccccc32)sc(C(N)=O)c1C,-2.3,14.9,-3.3,9.7,-2.4,-4.3,-7.4,-2.9
COc1ccc(C2=NOC3(CC(=O)N(c4ccc(C)cc4)C3=O)C2)c(OC)c1 (stereo unspecified),6.0,-2.7,12.8,1.0,0.9,1.8,-3.6,2.7
Cc1ccccc1-c1nc2ccccc2c(=O)n1/N=C/c1ccc([N+](=O)[O-])cc1,-4.2,-10.2,23.4,-5.6,-3.2,1.9,-36.0,3.0
CC(C)C(c1nnnn1Cc1ccc(F)cc1)N1CCN(C2CCCCC2)CC1 (stereo unspecified),6.8,2.9,17.6,3.2,-0.5,1.7,7.1,2.3
O=C(CN1C(=O)COc2ccccc21)NCCN1CCOCC1,10.3,5.4,9.7,-5.0,-9.4,-0.3,0.5,3.7
CC1CN=C(Nc2cccc(S(=O)(=O)N(C)C)c2)S1 (stereo unspecified),6.9,4.4,16.1,-11.9,-3.0,0.7,8.0,3.4
O=C(CSc1nnc(Cc2ccccc2)n1C1CCCCC1)N1CCOCC1,-0.7,8.2,4.6,-3.5,1.2,2.8,-13.2,-2.5
CCc1cc(C(=O)c2ccc(OC)cc2)c(NC(=O)CN2CCCC2)s1,5.5,3.2,25.4,-8.4,2.3,1.3,-6.9,-4.1
CC1CCCCN1C(=O)COC(=O)c1ccc(=O)n(Cc2ccccc2)n1 (stereo unspecified),-3.1,-2.4,0.4,-1.8,-5.2,1.7,-16.0,2.8
COc1ccccc1C(=O)Nc1ccnn1C1CCN(C)CC1,-2.5,3.3,6.2,-6.6,-6.9,-0.2,-14.6,-1.2
COc1cccc(CC(=O)OC(C)C(=O)Nc2ncc(Cl)cc2Cl)c1 (stereo unspecified),7.9,-0.3,-0.2,22.3,-8.1,4.0,-9.8,2.7
CC(C)Oc1ccccc1-c1cc(C(=O)N/N=C/c2cccnc2)c2ccccc2n1,-11.3,5.9,-222.9,4.4,-11.4,1.5,-12.1,-7.9
Cc1ccc2nc(C)cc(C(=O)N/N=C/c3ccncc3)c2c1,-14.1,-0.2,-12.9,0.9,-6.8,1.5,-15.2,16.3
COC(=O)C1=C(N)Oc2cc(C)n(CCCn3ccnc3)c(=O)c2C1c1ccc(Cl)cc1 (stereo unspecified),-6.9,2.0,9.1,-1.0,-4.4,-1.0,-6.5,-1.2
CC1CCc2c(sc(NC(=O)c3ccco3)c2C(=O)O)C1 (stereo unspecified),62.1*,3.8,-107.4,4.6,-3.1,0.8,78.2*,4.9
CC1=CC2=NC(=O)/C(=C\c3cc(C)n(-c4ccccc4)c3C)C(=N)N2O1,4.3,1.5,-79.8,15.8,-4.7,-28.2,-0.4,0.2
COc1ccc(NC(=O)Cc2coc3cc(C)ccc23)cn1,-1.7,-2.6,1.4,-4.3,-3.5,-1.6,14.2,2.2
C=CCn1c(=O)c2c3c(sc2n2c(Nc4ccccc4)nnc12)CCCC3,-2.9,9.7,10.3,7.5,-1.1,-0.6,10.3,3.3
COCCCNC(=O)C1CCC(=O)N(c2ccc3c(c2)OCO3)C1c1ccc(OC)cc1 (stereo unspecified),4.2,4.4,14.8,-1.1,-2.8,-1.2,9.9,-0.1
Cc1ccc(N2CCN(S(=O)(=O)c3nnc(NC(=O)c4ccco4)s3)CC2)cc1,-5.6,-14.6,-215.9,4.0,2.6,-7.1,-10.5,3.7
O=C1CC(c2ccccc2F)C2=C(COC2=O)N1 (stereo unspecified),1.1,-0.3,3.5,-6.7,0.4,0.9,1.8,9.0
Cc1cc(O)c(CN2CCN(S(=O)(=O)c3cccs3)CC2)cc1C(C)C,-5.8,12.1,0.5,11.5,-0.7,-0.1,3.9,7.4
O=C(CC1SC(=O)NC1=O)Oc1ccc(/C=N/NC(=O)c2ccccc2O)cc1 (stereo unspecified),5.6,7.7,-364.8,-13.7,-2.8,-0.3,24.4,17.7
COc1ccc(OCC(=O)NC2CCCCCCC2)cc1,-1.8,-0.2,6.1,-2.5,-4.5,0.3,6.3,4.7
O=C(Nc1ccc(Cl)cc1)[C@@H]1[C@@H]2C(=O)N(c3ccc4ccccc4c3)C(=O)[C@@H]2[C@H]2C=CC=NN21,6.7,-19.0,-10.6,6.3,-0.3,-27.2,11.4,2.1
# Additional results.
SMILES,SENP8 block-1,UBC13 polyUb,SENP8 block-2,Apaf-1 inh,A3G deaminase,SENP1 FRET inh,SENP6 block,SENP7 inh
CN(C(=O)c1ccccc1[N+](=O)[O-])c1ccccc1C(=O)NCc1ccccc1,11.4,-1.4,-9.0,5.8,9.7,0.0,-4.9,1.7
Cc1ccc(N(C(=O)c2csnn2)C(C(=O)NC(C)(C)C)c2cccnc2)cc1 (stereo unspecified),-2.8,2.4,3.8,0.4,11.5,1.3,9.4,5.3
O=C(O)/C=C\c1cccc(-n2cnnn2)c1,-4.1,8.2,13.5,-6.2,-11.2,-2.0,-4.6,-4.3
COc1ccccc1-c1oc2ccccc2c1-c1ccccc1OC,-5.0,0.4,-352.5,9.1,-5.3,0.5,-2.7,-0.7
Cc1cc(C(=O)N2CCCC(Nc3ccc(F)cc3)C2)c(C)o1 (stereo unspecified),-10.3,-4.8,-1.7,-8.2,-1.3,0.5,-24.0,10.7
Cc1ccc(S(=O)(=O)Nc2nc3ccccc3nc2NCC2CCCO2)cc1C (stereo unspecified),0.3,6.5,-413.9,33.6,-0.7,-1.7,-9.7,1.5
CCCOc1c(Br)cc(C2C3=C(CCCC3=O)N(C)C3=C2C(=O)CCC3)cc1OC,2.2,10.0,-398.1,4.9,-4.8,-27.5,3.2,-0.2
Cc1[nH]ccc(=O)c1OCc1c(F)cccc1Cl,-1.3,3.9,17.3,-20.1,-4.5,2.2,-7.8,-4.1
CC(C)(Oc1ccc(Cl)cc1)C(=O)NCC1CCCO1 (stereo unspecified),0.2,-3.3,0.5,6.5,-8.5,3.0,-20.5,-0.4
N=c1c2c(ncn1CCCO)Oc1c(ccc3ccccc13)C2c1ccccc1 (stereo unspecified),1.4,40.7,-4.8,-3.6,-7.4,-0.8,-36.8,-3.1
O=S(=O)(c1ccc(NCc2ccccc2)cc1)N1CCOCC1,-9.2,0.0,12.1,-13.1,-5.8,1.3,-20.3,-4.9
O=C(Nc1ccc(N2CCCC2)cc1)c1ccc([N+](=O)[O-])cc1Cl,-4.1,-23.1,42.8*,9.3,-4.8,4.1,-15.1,-6.7
COc1ccccc1NS(=O)(=O)c1cccc(NC(=O)c2sc3ccccc3c2Cl)c1,-14.1,-9.2,12.8,8.3,-6.1,1.9,-9.8,-4.9
COc1ccc2oc(-c3ccccc3)c(C(=O)N(C)C)c2c1,-4.3,11.1,i,-0.1,-5.5,-0.5,-14.6,9.2
NNC(=O)CN1C(=O)Nc2ccc(Cl)cc2C1c1ccccc1 (stereo unspecified),7.5,6.2,15.9,10.9,-7.6,2.0,13.0,-1.0
CCO[C@@H]1c2c(ccc3ccc(=O)oc23)OC(C)(C)[C@@H]1O,1.7,12.5,i,5.0,-8.5,3.1,-7.5,5.6
COc1cc(C(=S)N2CCOCC2)cc(OC)c1OS(=O)(=O)c1ccc(Cl)cc1,-4.4,0.5,6.3,9.1,19.5,0.9,-28.9,-2.3
CCn1nc(C)c(CN2CCCC(C(=O)c3cccc(OC(C)C)c3)C2)c1C (stereo unspecified),-0.2,0.0,-11.0,2.2,-2.1,1.9,-0.6,7.6
Cn1c(SC2C(=O)CC(C)(C)CC2=O)nnc1-c1ccco1,2.0,-0.7,18.2,-9.4,-7.3,2.8,-22.0,-0.3
COc1ccc(C(=O)N2CCCC(c3nc(-c4cccs4)no3)C2)cc1 (stereo unspecified),-1.0,-7.2,19.7,2.1,-5.7,0.9,-5.3,-10.2
CCN(CC(=O)Nc1c(F)cccc1F)C(=O)C1CC(=O)N(c2ccc3c(c2)OCCO3)C1 (stereo unspecified),-4.0,-1.8,3.0,-4.8,-10.3,-0.1,-5.8,2.3
CC(Nc1nc(-c2cccc(Br)c2)cs1)c1nc2cc(Cl)c(N3CCCCC3)cc2n1CCOCCO (stereo unspecified),6.8,3.3,-2.4,16.0,-4.6,-0.1,7.5,6.6
CC(=O)Nc1ccc(NC(=O)C(C)NC(C)c2cccc3ccccc23)cc1 (stereo unspecified),2.8,5.7,8.6,0.7,-10.8,1.4,1.5,-0.5
Cc1ccc(C(=O)N/N=C\c2ccc(-c3ccc(Cl)c(Cl)c3)o2)cn1,-4.0,4.7,-445.2,15.2,-6.1,-4.9,-13.8,4.5
COc1ccc(N2C(N)=C(C#N)C(c3cccnc3)C3=C2CC(C)(C)CC3=O)cc1 (stereo unspecified),-6.4,-0.7,-18.8,-9.4,-8.6,8.9,-4.4,-11.7

# 3 entries out of the list above, sorted by the value under UBC13 polyUb, ascending:
Molecule	SENP8 block-1	UBC13 polyUb	A3G deaminase	SENP1 FRET inh	SENP6 block	SENP7 inh
COc1ccc(C(=O)N2CCCC(c3nc(-c4cccs4)no3)C2)cc1 (stereo unspecified)	-1.0	-7.2	-5.7	0.9	-5.3	-10.2
Cc1ccc(N(C(=O)c2csnn2)C(C(=O)NC(C)(C)C)c2cccnc2)cc1 (stereo unspecified)	-2.8	2.4	11.5	1.3	9.4	5.3
Cc1ccc(S(=O)(=O)Nc2nc3ccccc3nc2NCC2CCCO2)cc1C (stereo unspecified)	0.3	6.5	-0.7	-1.7	-9.7	1.5

# Additional compounds.
SMILES,SENP8 block-1,UBC13 polyUb,SENP8 block-2,Apaf-1 inh,A3G deaminase,SENP1 FRET inh,SENP6 block,SENP7 inh
Cc1cc(C)n2nc(SCCOc3ccc(F)cc3)nc2n1,18.4,0.1,9.9,-0.5,-5.6,1.2,13.6,5.3
CCOc1ccc(S(=O)(=O)NC(C)C(=O)NCc2cccnc2)cc1 (stereo unspecified),-0.2,10.4,7.9,3.2,-2.2,-0.3,-9.5,-0.7
O=C(NNC(=O)C1CCCCC1)c1ccc(Br)cc1,-2.3,-4.5,13.7,-4.4,-2.0,2.4,1.3,-1.8
O=C(COC(=O)c1cc(Cl)ccc1O)Nc1ccc2c(c1)OCCO2,5.8,9.0,-99.5,-3.5,-11.0,-0.2,-5.0,-4.0
O=C(CSc1nnc(-c2ccncc2)n1Cc1ccco1)OC1CCCCC1,2.8,-14.5,7.6,-0.7,1.4,-8.9,-1.0,2.6
COc1ccc(CCNC(=O)CSc2nc(C)nc3c2c(=O)n(C)c(=O)n3C)cc1OC,-7.4,-1.6,-3.6,8.2,-10.1,2.2,-8.4,-11.4
Cc1cc(C)cc(C(=O)NCC(=O)N2CCN(C(c3ccccc3)c3ccccc3)CC2)c1,11.4,-3.3,5.1,17.0,-6.8,0.8,-5.0,-4.6
O=C(Cn1cnc2cc([N+](=O)[O-])ccc2c1=O)NCCc1ccc(Cl)cc1,6.8,-5.3,-69.3,6.4,-8.3,-34.7,3.4,6.3
O=C(Nc1ccc(NC(=O)c2ccncc2)cc1)c1ccncc1,-1.4,-1.1,.,2.6,-6.1,.,11.0,8.8
O=C(Nc1ccc(S(=O)(=O)N2CCCCC2)cc1)C1CC(=O)N(Cc2ccccc2)C1 (stereo unspecified),0.6,2.4,9.9,15.7,-5.3,-3.2,-15.3,-0.7
CCN(Cc1cnn(C)c1)C(=O)C1CCC(=O)N(CCc2ccc(OC)cc2)C1 (stereo unspecified),-4.3,8.6,12.1,-4.6,-6.6,1.6,3.0,2.3

# Structures listed so far that bear a hit mark in SENP8 block-1:
Molecule | SENP8 block-1 | UBC13 polyUb | A3G deaminase | SENP1 FRET inh | SENP6 block | SENP7 inh
CC1CCc2c(sc(NC(=O)c3ccco3)c2C(=O)O)C1 (stereo unspecified) | 62.1* | 3.8 | -3.1 | 0.8 | 78.2* | 4.9
